# Source: PubChem BioAssay (The Scripps Research Institute Molecular Screening Center)
# TTR transcr act: TTR transcription activators in neuroblastoma reporter cells, primary screen, cell-based, luminescence, SH-SY5Y, TTR promoter Gaussia luciferase; activation, % at 16.7 µM; 100% = recombinant luciferase protein wells; 92,000 compounds, 1.3% hits;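 active = activation above the mean of all tested compounds plus 3 SD, cut at about 9.5% in these data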;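 note: cells exposed to compounds for one day before reading; 0% = median of all test compound wells on the plate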
# Active calls of the source: *. Only part of the results is shown; rates above refer to the full screens.
SMILES,TTR transcr act
CC(C)(C)OC(=O)NCc1ccc(CNC(=O)c2nc[nH]c2C(=O)N2CCc3ccccc3C2)cc1,-1.5
O=C(Nc1cccc(S(=O)(=O)N2CCOCC2)c1)c1ccc(N2CCOCC2)c([N+](=O)[O-])c1,-0.7
CCC(C)NC(=O)CCn1c(-c2ccc(F)cc2)cc(C(C)=O)c1C (stereo not given),-0.7
COc1cccc(C#Cc2cnc3c(c2)C(=O)N([C@@H](C)CO)C[C@H](C)[C@H](CN(C)C(=O)C2CCC2)O3)c1,-1.3
O=C(Oc1ccc(C(=S)N2CCOCC2)cc1)c1ccccc1[N+](=O)[O-],-0.9
CN(C)CCNC(=O)c1cccc2ccc(-c3ccc(-c4ccccc4)cc3)nc12,-3.3
CCOC(=O)C(C)Oc1ccc(NC(=O)C(Cl)Cl)cc1 (stereo not given),-0.9
COc1ccc(OC)c(/C=C/C(=O)NC2=NCCS2)c1,1.8
O=C(O)CCc1nnc(SCC(=O)Nc2ccc(Cl)c(C(F)(F)F)c2)[nH]c1=O,0.7
N#Cc1c(Cl)nc(N/N=C/c2ccccc2)c(Cl)c1Cl,-0.2
CCCC(=O)Nc1ccc2c(c1)nc1n2CCN(C2CCCCC2)C1,4.5
CN(C)Cc1ccccc1Cc1ccccc1,2.9
N#Cc1c(-c2ccccc2Cl)c2c([nH]c1=O)-c1ccccc1OC2,2.5
CNc1nc(NC)c2cn[nH]c2n1,-0.4
COc1ccc(C(=O)NNC(=O)C2=NN(c3ccccc3)C(=O)CC2)cc1,0.6
COc1c(C(C)C)cc(NC(C)=O)cc1C(C)C,0.1
Cn1ccs/c1=N\C(=O)Nc1ccccc1,52*
COc1cc(C(C)=O)ccc1OCC(=O)Nc1ccc(C)c(S(=O)(=O)N2CCCCCC2)c1,-5.4
O=C(NCc1ccc2c(c1)OCO2)C1CCN(S(=O)(=O)N2CCCCC2)CC1,0.3
COc1cccc2c(=O)c3c([nH]c12)OC(C)(C)C3,-1.3
Cc1ccc(NS(=O)(=O)c2c(C)noc2C)cc1,0.0
CN1CCN(c2ccc([N+](=O)[O-])cc2C(=O)N2CCCCC2)CC1,0.2
CC(C)c1cc(C(F)(F)F)n2nc(C(=O)Nc3ccc4c(c3)OCO4)cc2n1,-2.8
COc1ccccc1CCN=C(N)NS(=O)(=O)c1ccccc1,-1.0
CC1CN(S(=O)(=O)c2cccc(C(=O)OC(C)C(=O)NC3CCCCC3C)c2)CC(C)O1 (stereo not given),-0.3

# (further entries)
SMILES,TTR transcr act
Cn1nnnc1SCCNCc1cccnc1,3.6
O=C(c1ccc(-n2c(SCc3cccc(F)c3)nc3ccccc3c2=O)cc1)N1CCOCC1,-1.9
O=C1CCC(C(=O)OCC(=O)N2N=C3/C(=C/c4ccccc4)CCCC3C2c2ccccc2)N1 (stereo not given),-2.0
O=C(NCCCN1CCOCC1)C(=O)N/N=C/c1ccc(F)cc1,0.5
O=C(NCc1ccncc1)[C@@H]1CCCN1C(=O)[C@@H]1CCCN1C(=O)c1cccc2ccccc12,-0.9
C=CCc1cccc(/C=N/NC(=O)C(C)Nc2ccc(C)cc2)c1O (stereo not given),1.9
CCNc1nc(N)nc(-c2cc(Cl)ccc2OC)n1,4.3
COc1cccc(-n2nnc3c(=O)n(Cc4cccc(C)c4)cnc32)c1,0.5
CCCOC(=O)c1ccc(NC(=O)c2ccoc2C)cc1,-5.8
CCOc1cc(C)cc2oc(=O)cc(-c3ccccc3)c12,-1.1
COc1ccc2oc(-c3ccccc3)c(C(N)=O)c2c1,0.5
CCN1C(=O)/C(=C/C=C2/CCCN2C)OC1=S,-0.8
Cc1cc(C)c2c(c1)NC(C(=O)O)C1CC=CC21 (stereo not given),0.6
Cc1ccc(NC(=O)CS(=O)CC(=O)NC2CCN(Cc3ccccc3)CC2)c(C)c1 (stereo not given),3.9
Cc1cc(C(=O)CN2C(=O)NC(C)(c3cc(F)ccc3F)C2=O)c(C)n1C1CC1 (stereo not given),4.0
Cn1nc(C(F)(F)F)c(-c2cccc(C(F)(F)F)c2)c1NC(=O)CSCC(=O)O,-1.0
CCN(c1ccccc1)S(=O)(=O)c1ccc(OC)c(NC(=O)C2CCC2)c1,1.8
c1ccc2nc(-c3ccc4c(c3)OCO4)ccc2c1,5.4
O=C(Nc1ccc(S(=O)(=O)N2CCc3ccccc32)cc1)c1ccc2c(c1)OCO2,-4.8
CCCCn1c(N)c(N(CCOC)C(=O)CCCn2c(=O)oc3ccccc32)c(=O)[nH]c1=O,1.9
Cc1c(Cl)cccc1-n1c(SCC(=O)N2CCC(C(=O)O)CC2)nnc1-c1ccncc1,-0.7
Cc1cccc2cc(C(c3nnnn3Cc3ccccc3)N3CCCc4ccccc43)c(=O)[nH]c12 (stereo not given),-0.9
Cc1occc1C(=O)Nc1cc(C(C)(C)C)on1,-0.1
CCOC(=O)n1c(=O)oc2ccccc21,-0.3
Cc1noc(/C=C/c2cccs2)c1S(=O)(=O)N1CCC(C(=O)NCCCN2CCCC(C)C2)CC1 (stereo not given),-0.6

# The results go on:
SMILES,TTR transcr act
Cn1nc(C(C)(C)C)cc1C(=O)NNC(=O)c1ccc(C(F)(F)F)cc1,-0.9
CC(=O)c1ccc(OCCCC(=O)Nc2ccc(C)c(S(=O)(=O)N(C)C)c2)cc1,2.2
CSc1cccc(NC(=S)N(CCC(C)C)C(C)c2ccncc2)c1 (stereo not given),-0.8
Cc1c(C(=O)N2CCCCC2C)sc2ncnc(N3CCc4ccccc4C3)c12 (stereo not given),7.1
CCCC[C@@H]1C=C(C(=O)O)[C@H](c2ccc(C#N)cc2)N1S(=O)(=O)c1ccc(C)cc1,-1.7
Cc1cc(C)nc(Nc2cccc3ccccc23)n1,1.1
Cc1cc(C)nc(/N=C(/NC(=O)Nc2ccc(Cl)c(Cl)c2)Nc2cccc(Cl)c2)n1,3.1
CCOC(=O)C1=C(CNCCc2ccc(Cl)cc2)NC(=O)NC1c1ccc2c(c1)OCO2 (stereo not given),-3.0
Oc1ccc(/C(Cc2ccccn2)=N\Nc2ccccc2)c(O)c1,-1.9
N#CCCN(C(=O)COC(=O)CCc1nc2ccccc2c(=O)[nH]1)c1ccc(F)cc1,-1.7
Cc1ccc(Cl)cc1N1CCN(C(=O)C2CCN(S(=O)(=O)c3cccnc3)CC2)CC1,-5.0
OCC[C@@H]1C[C@H](O)[C@@H](O)[C@@]2(OCc3ccc4ccccc4c32)O1,1.7
N#Cc1cccc(NC(=O)CC2CCCCC2)c1,-2.1
N=c1c2c(ccn1CCCc1ccccc1)Oc1ccc3ccccc3c1C2c1ccccc1 (stereo not given),-1.9
O=C(N/N=C/C=C/c1ccccc1[N+](=O)[O-])c1cccs1,-0.6
CN1CCN(C(=O)c2ccc3c(=O)n(-c4ccc(F)cc4)c(=S)[nH]c3c2)CC1,-0.3
O=C(CN1CC[n+]2c(-c3ccccc3)csc21)c1ccc(Br)cc1,-1.8
CCCN(CCC)CCNc1c(NC2CCN(C(=O)OCC)CC2)c(=O)c1=O,1.0
CC1C=CCC2C(=O)N(c3ccccc3OC(=O)c3cccs3)C(=O)C12 (stereo not given),-1.5
CCCc1c(C)nc(N2CCN(c3ccccc3F)CC2)[nH]c1=O,0.1
Cc1[nH]c2ccccc2c1C(O)CN1CCC2(CC1)OCCO2 (stereo not given),-0.7
Cc1ccc(-c2csc(N=C(N)N)n2)c(C)c1,-1.3
CCCSC1=C(C#N)C(c2cccs2)CC(=O)N1 (stereo not given),-1.6
CN(Cc1ccccc1)C(=O)c1[nH]cnc1C(=O)N[C@@H](Cc1ccccc1)C(=O)OC(C)(C)C,-0.1
CN(C)S(=O)(=O)c1cccc(NC(=O)COC(=O)CCOc2ccccc2)c1,-0.2

# The listing continues.
SMILES,TTR transcr act
CCN(CC)S(=O)(=O)c1ccc(N/N=C/c2ccc(OC)c(OC)c2OC)nc1,3.2
O=C(/C=C/c1ccc(OCCCF)cc1)NCc1ccc(Cl)c(Cl)c1,-1.3
CC(C)CC(=O)c1c[nH]c(C(=O)NCc2cccnc2)c1,-1.2
NNC(=O)CNC(=O)c1ccc(F)cc1,-0.8
CCOC(=O)CC1(NC(=O)C2CCC(=O)N(Cc3ccccc3F)C2)CCCCC1 (stereo not given),0.3
Cc1ccnc(NS(=O)(=O)c2ccc(NC(=O)c3ccc(C)o3)cc2)n1,-0.5
COc1ccc(NC(=O)N2CCC(C(=O)c3ccc(F)cc3)CC2)cc1,3.6
CC(=O)Nc1nnc(-c2c(-c3ccccc3Cl)noc2C)o1,0.1
COc1cccc(Nc2nc(C(N)COCc3ccccc3)cs2)n1 (stereo not given),-5.4
CC1=C(C(=O)N(C(C)C)C(C)C)CC(CC(=O)NCCc2ccccn2)C(=O)N1Cc1ccc(F)cc1 (stereo not given),4.5
CC(C)C(=O)Nc1nnc(-c2ccco2)s1,-2.7
COc1ccc(N(CC(=O)Nc2ccc(F)cc2)S(=O)(=O)c2ccccc2[N+](=O)[O-])c(OC)c1,-0.1
O=C(CN1CCCCCC1)Nc1ccc(Cl)cc1F,-0.3
C[C@H]1C(=O)N2[C@@H](C[C@]3(c4c[nH]c5ccccc45)c4ccccc4N(S(=O)(=O)c4ccccc4)[C@H]23)C(=O)N1C,-1.0
CC1(C)N=C(SCC(=O)Nc2ccc(Cl)cc2)C(c2ccccc2)=N1,-0.7
C=CCn1c(SCC(=O)NCc2ccco2)nc2sc3c(c2c1=O)CCCC3,-0.8
CCC1CCCCN1C(=O)c1cc(COc2ccc3ncccc3c2)on1 (stereo not given),-4.8
Cn1cnc(S(=O)(=O)NC2CCN(Cc3c(F)cccc3Cl)CC2)c1,0.5
Cc1ccccc1NC(=O)c1ccccc1NC(=O)Cc1cccc2ccccc12,-0.1
Cc1ccc(C)c(NC(=S)NCCN(C2CCCCC2)C2CCCC2)c1,5.4
Cc1ccc(/C=N/NC(=O)c2cccc(NC(=O)c3ccccc3C)c2)o1,-1.7
O=C(NCc1cccc(F)c1)Nc1nnc([C@@H]2C[C@H](O)[C@@H](CO)O2)s1,0.6
Cc1ccc(-n2c(SCC(N)=O)nnc2-c2ccccn2)cc1C,0.8
Cc1c(C(C)CCCO)oc(=O)c2c1Oc1c(C)c(C(C)C[C@@H](C)O)oc(=O)c1C2 (stereo not given in full),-3.1
COc1cccc(-c2cc(C(=O)NC3CCCC3)no2)c1,-2.8

# An excerpt taken from the entries so far, as a working copy:
SMILES,TTR transcr act
CCN(CC)S(=O)(=O)c1ccc(N/N=C/c2ccc(OC)c(OC)c2OC)nc1,3.2
O=C(/C=C/c1ccc(OCCCF)cc1)NCc1ccc(Cl)c(Cl)c1,-1.3
CC(C)CC(=O)c1c[nH]c(C(=O)NCc2cccnc2)c1,-1.2
NNC(=O)CNC(=O)c1ccc(F)cc1,-0.8
CCOC(=O)CC1(NC(=O)C2CCC(=O)N(Cc3ccccc3F)C2)CCCCC1 (stereo not given),0.3
Cc1ccnc(NS(=O)(=O)c2ccc(NC(=O)c3ccc(C)o3)cc2)n1,-0.5
COc1ccc(NC(=O)N2CCC(C(=O)c3ccc(F)cc3)CC2)cc1,3.6
CC(=O)Nc1nnc(-c2c(-c3ccccc3Cl)noc2C)o1,0.1
COc1cccc(Nc2nc(C(N)COCc3ccccc3)cs2)n1 (stereo not given),-5.4
CC1=C(C(=O)N(C(C)C)C(C)C)CC(CC(=O)NCCc2ccccn2)C(=O)N1Cc1ccc(F)cc1 (stereo not given),4.5
CC(C)C(=O)Nc1nnc(-c2ccco2)s1,-2.7
COc1ccc(N(CC(=O)Nc2ccc(F)cc2)S(=O)(=O)c2ccccc2[N+](=O)[O-])c(OC)c1,-0.1
O=C(CN1CCCCCC1)Nc1ccc(Cl)cc1F,-0.3
C[C@H]1C(=O)N2[C@@H](C[C@]3(c4c[nH]c5ccccc45)c4ccccc4N(S(=O)(=O)c4ccccc4)[C@H]23)C(=O)N1C,-1.0
CC1(C)N=C(SCC(=O)Nc2ccc(Cl)cc2)C(c2ccccc2)=N1,-0.7
C=CCn1c(SCC(=O)NCc2ccco2)nc2sc3c(c2c1=O)CCCC3,-0.8

# (continued)
SMILES,TTR transcr act
Cc1cc2nc(-c3cccc(Cl)c3)c(CC(C)(C)C)n2c(C)c1Br,2.0
O=C(NCCc1cnn(-c2ccccc2)c1)c1cc(COc2c(F)cccc2F)on1,1.3
CC1CCCC(NC(=O)COC(=O)c2ccccc2NC(=O)c2ccco2)C1C (stereo not given),-0.1
O=C(NCCc1ccc(Cl)cc1)c1ccc2nc[nH]c2c1,1.3
C(=C\c1ccccc1)/CN1CCN(C(c2nnnn2Cc2ccccc2)C2CC2)CC1 (stereo not given),-1.6
Cc1ccc(C(=O)NCCc2n[nH]c(=S)n2C)cc1,-2.2
O=C(COC(=O)c1ccc(S(=O)(=O)Nc2ccccc2)cc1)NCc1ccco1,-1.7
COc1ccc(C2=NOC(C(=O)Nc3cccnc3Cl)C2)cc1 (stereo not given),0.8
COC(CNC(=O)[C@H](Cc1ccccc1)NCC(=O)NC1CCCCC1)OC,0.0
COc1cc(NC(=O)c2ccccc2)c(OC)cc1NC(=O)CN1C(=O)NC2(CCCCC2C)C1=O (stereo not given),-2.0
Cc1cnc(N2C(=O)c3ccc([N+](=O)[O-])cc3C2=O)s1,-1.0
CCCCn1c(SCC(=O)Nc2cc(C)on2)nc2cc(S(N)(=O)=O)ccc21,1.1
Cc1cccc(C)c1NC(=O)c1ccc2c(c1)CCN2S(C)(=O)=O,-2.1
CNC(=O)COC(=O)/C=C/c1c(C)nn(-c2ccccc2)c1C,0.2
Cc1ccn(C(=O)c2cc3cc(Cl)ccc3oc2=O)n1,-0.6
CCC(=O)Oc1ccc(-c2cnc3ccccc3n2)cc1,0.6
CC(C)[C@H](NC(=O)OCc1ccccc1)C(=O)N[C@@H](Cc1ccccc1)C1(O)CN(C)C(C(=O)NCc2ccccn2)CO1 (stereo not given in full),0.9
COc1nsnc1NS(=O)(=O)c1ccc(NC(=S)NC(=O)c2ccncc2)cc1,2.1
O=c1[nH][nH]cc1C=Nc1ccccc1Cl,0.0
O=C(/C=C/c1ccc(F)cc1)Nc1cc(S(=O)(=O)N2CCOCC2)ccc1N1CCCC1,-1.9
O=C(O)c1ccccc1C(=O)c1ccc(N2CCCC2)c([N+](=O)[O-])c1,0.9
Cc1cc(C(=O)CSc2nc3ccccc3n2C)c(C)n1C,4.6
CCOC(=O)c1cc2sc(C)cc2n1CC(=O)Nc1ccc2c(c1)OCCO2,-0.2
C[C@H](CO)N1C[C@H](C)[C@@H](CN(C)Cc2ccncc2)Oc2c(NC(=O)c3ccncc3)cccc2C1=O,2.6
